# Screens as filed in PubChem.
# SIAE primary: blocks human sialic acid acetylesterase. Q9HAT2. SIAE FP-Rh probe binding, fluorescence polarization. inhibition, % at 9.66 µM. actives 0.69% (n = 370,000);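 active means inhibition above a cutoff: mean of compounds within the control limits plus 3 SD of those, cut at about 17% in these data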;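 further: 0% = plate median of compound wells and 100% = probe without SIAE protein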
# Target sequence (Q9HAT2 whole entry, looked up): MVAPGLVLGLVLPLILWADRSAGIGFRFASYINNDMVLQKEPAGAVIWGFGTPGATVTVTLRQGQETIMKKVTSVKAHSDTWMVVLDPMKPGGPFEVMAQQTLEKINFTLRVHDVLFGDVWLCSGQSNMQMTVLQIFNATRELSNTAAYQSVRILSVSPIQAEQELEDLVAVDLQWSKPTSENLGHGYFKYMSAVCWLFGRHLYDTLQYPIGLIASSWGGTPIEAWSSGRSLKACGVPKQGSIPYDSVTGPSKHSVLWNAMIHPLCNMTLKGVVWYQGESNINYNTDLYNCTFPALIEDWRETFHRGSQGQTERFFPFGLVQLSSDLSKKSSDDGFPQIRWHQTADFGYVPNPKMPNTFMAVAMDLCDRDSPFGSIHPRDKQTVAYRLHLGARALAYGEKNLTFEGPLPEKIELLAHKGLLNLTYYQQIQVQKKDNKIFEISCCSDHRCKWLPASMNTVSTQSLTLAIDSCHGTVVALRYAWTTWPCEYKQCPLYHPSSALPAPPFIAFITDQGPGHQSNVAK
# HTRA1 inh: blocks human HTRA1 serine peptidase. AID 504803. actives 0.5% (n = 340,000). recombinant HTRA1, FP-rhodamine activity-based probe, fluorescence polarization. inhibition, % at 5.96 µM; in the data active means inhibition above about 36%;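 further: 0% = enzyme with DMSO and 100% = wells lacking enzyme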
# TDP2 inh: TDP2 (human) inhibition, absorbance primary screen; O95551; recombinant TDP2, T5PNP hydrolysis, p-nitrophenol absorbance 415 nm; inhibition, % at 12.8 µM; actives 0.34% (n = 370,000); AID 720702;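 active means inhibition above the mean of all tested compounds plus 3 SD, set per campaign, cut at about 25% in these data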;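 further: 0% = DMSO with enzyme and 100% = buffer with substrate but no TDP2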
#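 System – recombinant human TDP2 · Quantity – TDP2 enzyme at 120 nM final · Doses – single concentration, 12.8 µM nominal, with 1% DMSO · Incubation – 2 h at 37 °C · Measured by – epi absorbance of p-nitrophenol freed from T5PNP by hydrolysis · Read-out – % inhibition relative to enzyme-containing and enzyme-free wells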
# ABHD4 inh: ABHD4 (mouse) inhibition, primary FP screen; Q8VD66; purified mABHD4, FP-Rh probe fluorescence polarization; inhibition, % at 8.92 µM; actives 0.54% (n = 370,000);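 active means inhibition exceeding the mean over every tested compound plus 3 SD, cut at about 30% in these data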;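 further: 0% = plate median of compound wells and 100% = S159A mutant with DMSO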
#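 Test system: mABHD4 protein; Read-out basis: % inhibition; Incubation: 45 min + 60 min at 25 °C; Repeats: single replicate; Technique: fluorescence polarization with parallel and perpendicular emission, 525/598 nm; Compound: 8.92 µM, single dose; Benchmarks: full inhibition S159A mutant plus DMSO, zero as sample-well median.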
# UHRF1 MBD2 ctr: blocks human UHRF1 binding to methylated DNA. AID 687016. actives 0.75% (n = 370,000). inhibition, % at 4.4 µM. UHRF1 binding to methylated oligo, TR-FRET; in the data active means inhibition above about 21%;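 further: UHRF1 SRA domain binding a hemimethylated CpG hairpin DNA probe; 0% = median of test compound wells and 100% = reference inhibitor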
# DDE Tn7 FP inh: DD(E)-Tn7 binding inhibition, primary FP screen; P02675; FP displacement of FITC-Tn7 peptide from fibrin DD(E); 0% = median of compound wells per plate; inhibition, % at 8.3 µM; actives 0.13% (n = 370,000); AID 720508;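 active means inhibition above the mean of compounds falling within the control limits plus 3 SD of them, cut at about 14% in these data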;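 further: 0% = plate median of compound wells and 100% = 10 µM Aha-Tn7 peptide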
# Target sequence (P02675 whole entry, looked up): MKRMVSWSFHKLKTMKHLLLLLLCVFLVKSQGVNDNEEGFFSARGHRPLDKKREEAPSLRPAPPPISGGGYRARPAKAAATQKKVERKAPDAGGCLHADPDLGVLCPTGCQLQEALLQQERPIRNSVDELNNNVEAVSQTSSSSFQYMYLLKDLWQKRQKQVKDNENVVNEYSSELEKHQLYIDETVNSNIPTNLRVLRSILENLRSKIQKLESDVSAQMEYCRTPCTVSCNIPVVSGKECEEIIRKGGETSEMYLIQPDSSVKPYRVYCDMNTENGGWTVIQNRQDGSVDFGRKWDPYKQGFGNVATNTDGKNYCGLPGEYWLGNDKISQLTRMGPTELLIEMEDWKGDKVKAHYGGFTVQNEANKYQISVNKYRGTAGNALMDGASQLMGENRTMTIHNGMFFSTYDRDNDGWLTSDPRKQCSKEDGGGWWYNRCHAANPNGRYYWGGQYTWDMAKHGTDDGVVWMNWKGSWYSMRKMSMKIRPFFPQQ
#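 System: human fibrin DD(E); quantity: Fibrin-DD(E) at 2 µM final; also added: fluorescent Tn7 probe at 0.1 µM; compound dosing: single nominal test concentration of 8.3 µM per compound; schedule: 10 min preincubation, 3 h with tracer, room temperature; detection: fluorescence polarization of the labelled Tn7 tracer; repeats: one replicate per compound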
# TCR-CD3 inh: human TCR-CD3 binding inhibition; TAMRA-labeled TCR probe fluorescence, biochemical; inhibition, % at 9.4 µM; AID 651800; actives 0.37% (n = 360,000); in the data active means inhibition above about 19%;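 further: recombinant mutant TCR 2C K166C tagged with TAMRA read by polarization; 0% = receptor in buffer alone and 100% = receptor with positive control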
# LEDGF integ inh: blocks HIV-1 LEDGF/p75-dependent DNA integration; TR-FRET IN-LEDGF/p75 DNA integration, Eu/Cy5; inhibition, % at 3.7 µM; actives 0.64% (n = 370,000);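 active means inhibition above the screen-wide mean plus 3 SD, cut at about 13% in these data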;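 further: signal is the Cy5 over europium emission ratio at 671 and 618 nm; 0% = plate median of compound wells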
# PG9 binder: PG9 antibody binding by small molecule; TR-FRET gp120-PG9 antibody binding; inhibition, % at 6.7 µM; actives 0.43% (n = 360,000); AID 624416; in the data active means inhibition above about 8.5%
# PRMT1 FP inh: PRMT1 (human) inhibition, primary screen; Q99873; recombinant PRMT1, activity-based probe fluorescence polarization; inhibition, % at 2.79 µM; actives 1.3% (n = 370,000); AID 652257;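 active means inhibition above about 21% made by adding two undisclosed values, limit read from the data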
# * marks the source's active call; other numbers are inactive results; x = not tested or not shown.
SMILES,SIAE primary,HTRA1 inh,TDP2 inh,ABHD4 inh,UHRF1 MBD2 ctr,DDE Tn7 FP inh,TCR-CD3 inh,LEDGF integ inh,PG9 binder,PRMT1 FP inh
CCc1nnc(NS(=O)(=O)c2ccc(NC(=S)NC(=O)c3ccc(F)cc3)cc2)s1,-0.2,-13.8,1.9,0.6,2.2,-2.8,-4.9,5.8,0.5,0.7
CCCCN(CC)CCCNC(=O)c1cn(CC(C)C)c(=O)c2c1c1ccccc1n2C,-4.3,-0.5,-6.3,5.7,-1.2,3.4,2.7,-1.5,1.3,-0.6
Cc1ccc(Cl)cc1NS(=O)(=O)c1c(C)[nH]c(=O)[nH]c1=O,-1.8,-0.5,12.7,-1.2,0.4,-6.5,4.5,0.8,-1.8,-1.1
O=C(CCS(=O)(=O)c1ccc(Br)cc1)NCc1cccs1,-6.2,11.8,5.1,3.5,-0.2,-5.2,1.4,-1.4,-1.5,0.6
COc1ccc(OCCC(=O)N2CCN(C)CC2)cc1,-3.5,1.8,5.8,2.5,-1.4,5.4,2.4,1.4,0.2,-0.2
O=C(NC1CCCCC1)N(CCO)Cc1cc2cc3c(cc2[nH]c1=O)OCCO3,-1.8,5.9,0.7,3.2,-2.2,-4.3,2.4,2.0,-0.2,2.5
CC(=O)n1cc(CO)c2ccccc21,-7.5,8.2,5.0,0.0,0.6,-3.7,-5.7,2.2,-1.5,-6.5
COCC(=O)Nc1nnc(SCC(=O)NCc2cccs2)s1,4.3,8.7,3.0,2.8,3.5,5.6,-0.9,0.9,0.7,2.5
O=C(NC1CC1)c1cccc(NC(=O)c2cc(S(=O)(=O)N3CCOCC3)ccc2Cl)c1,10.5,-3.7,-2.8,18.5,-2.5,0.1,-3.7,0.5,1.8,0.6
COc1ccc2oc(C(=O)Nc3ccc(C)cn3)c(C)c2c1,-10.0,-2.7,-5.2,-2.7,1.9,0.5,2.3,-3.3,4.1,2.6
O=c1[nH]cnc2scc(-c3ccsc3)c12,11.3,-4.7,-2.3,-3.2,-4.6,-1.1,5.2,-0.8,1.7,-2.3
C/C=C/C1=CC(=O)C[C@H](c2ccc(Cl)cc2)C1,-0.2,-11.1,2.3,-1.9,-1.3,-5.6,1.2,1.7,-2.8,-0.1
N#C/C(=C\c1cn(Cc2cccc(F)c2)c2ccccc12)C(=O)NCc1ccco1,3.9,-15.7,4.5,-5.8,0.1,4.2,9.0,8.7,-0.3,0.9
O=C(Nc1cccc2ccccc12)NC1CC1,4.7,-3.1,-4.3,8.1,0.1,0.9,10.8,-0.1,1.4,-1.4
CO[C@H]([C@H](C)/C=C/N(C)C=O)[C@@H](C)C(=O)CC[C@H](C)[C@H](O)[C@H](C)[C@H]1OC(=O)/C=C/C(C)=C/C[C@H](O)C[C@@H]2C=CC[C@@H](C[C@H](OC)[C@@]3(CO3)[C@@H](OC)C[C@@H](OC)[C@@H]1C)O2,2.6,x,-5.5,4.6,1.5,0.1,x,-2.6,x,-1.3
O=C(Nc1nc(-c2nc3ccccc3s2)cs1)C1COc2ccccc2O1 (stereo not given),-7.9,-24.9,-9.2,-14.9,-0.9,7.8,5.1,-1.1,0.9,-4.2
CC(C)CNS(=O)(=O)/C=C/c1ccc(F)cc1CNC(=O)OC(C)(C)C,10.3,x,2.4,-0.3,-5.1,7.4,x,4.9,x,-3.7
O=P(C1=C(N2CCOCC2)/C(=C\c2ccccc2)CC1)(N1CCOCC1)N1CCOCC1,0.9,-0.5,2.5,3.1,-2.8,0.4,6.8,-0.1,-4.0,2.3
O=[N+]([O-])c1ccccc1CNc1ccc(F)c(Cl)c1,8.2,-11.1,9.8,0.9,-3.0,-2.5,2.2,-3.8,-0.8,0.7
COc1ccc(S(=O)(=O)CCC(=O)NCCc2ccc(S(N)(=O)=O)cc2)cc1,-1.0,0.0,4.5,3.8,-0.3,0.4,-5.6,-1.5,1.0,-2.8
CC1=C(C(=O)N2CCCCCC2)CC(CC(=O)NCc2ccco2)C(=O)N1Cc1ccccc1 (stereo not given),3.2,x,3.8,3.9,-1.0,4.2,8.4,5.0,-2.4,-2.5
CC(=O)c1ccc(NC(=O)Cn2c3ccccc3c3nc(=O)cc(C)n32)cc1,-1.6,-10.2,-3.3,-2.4,3.1,3.3,3.3,0.7,2.1,-5.5
Cc1ccc(O)c(NC(=O)c2ccc3c(c2)C(=O)N(Cc2cccnc2)C3=O)c1,-11.6,-3.8,0.6,-3.2,-0.3,6.9,-2.8,-7.2,0.5,0.5
COCCCNCc1cc(C)n(-c2cc(S(=O)(=O)N3CCOCC3)ccc2N2CCCC2)c1C,1.6,3.4,4.2,2.5,7.8,1.5,-6.7,-3.4,-2.5,0.4
C[C@H](CO)N1C[C@H](C)[C@@H](CN(C)Cc2ccccc2)Oc2ccc(NC(=O)CCCCCC(=O)Nc3ccccc3N)cc2C1=O,-3.9,3.4,-28.6,-9.7,0.7,-6.3,-6.9,-0.8,0.3,-4.4
Clc1ccc2oc(-c3ccccn3)nc2c1,3.6,1.9,-0.2,2.3,-2.3,-2.0,-3.1,-0.5,-0.3,0.5
CCCCCCn1c(COc2ccccc2F)nnc1SCC(=O)N1c2ccccc2NC(=O)C1(C)C,-3.5,-51.2,-11.9,-8.8,-1.7,-0.1,1.9,-3.9,1.1,2.0
COC(=O)C1C(=O)OC(C)(C)C1C(C)C(=O)c1ccc(C)cc1C (stereo not given),1.1,0.3,-11.1,4.3,2.6,-4.0,-3.0,-6.4,-1.8,-1.8
COc1ccccc1CNC(=O)[C@@H](NC(=O)C1CCN(C(=O)[C@@H]2CCCN2)CC1)C(C)C,-0.2,-1.8,3.9,-2.8,-0.1,6.7,-8.7,0.9,1.4,5.0
O=C(c1cc2c(F)cccc2s1)N1CCCC1,7.2,2.1,-1.5,-1.5,-0.6,1.4,4.4,0.5,-1.7,-2.1
CCSC(SCC)[C@H](O)[C@@H](O)[C@H](O)[C@H](O)CO,5.3,5.7,6.5,0.0,-1.5,2.9,-8.0,0.2,1.0,-0.9
COc1cccc(NC(=O)c2ncn[nH]2)c1,-2.9,0.7,4.6,2.2,-0.2,3.2,-2.1,-1.7,0.5,3.2
COc1cccc(-n2c(SCC(=O)Nc3cc(C)on3)nc3c([nH]c4ccccc43)c2=O)c1,0.9,-10.5,4.5,5.0,0.6,4.6,-1.1,2.5,0.0,6.8
CC(C)(C)NC(=O)NC(=O)COc1ccccc1C#N,2.3,4.4,2.5,-1.6,0.5,5.0,8.3,-1.9,0.2,-1.2
N#Cc1c(-c2ccccc2)ccn(Cc2ccc(Cl)cc2)c1=O,2.3,-6.0,4.4,2.4,1.7,-2.9,1.8,-2.3,-1.5,-1.0
COc1ccc(CN(Cc2cccn2C)S(=O)(=O)c2ccccc2)cc1,-2.2,-1.0,-6.8,-7.9,4.1,6.2,-6.2,3.6,-1.1,0.6
COc1ccc(C(=O)NCC(=O)Nc2ccc(-c3ccccc3)cc2)cc1,-10.8,3.4,8.3,1.9,-1.0,-1.8,4.7,18.0*,1.6,-0.7
CCOC(=O)C1CCN(S(=O)(=O)c2cc3c4c(c2)C(C)C(=O)N4CCC3)CC1 (stereo not given),2.7,3.6,10.4,-0.4,-6.9,9.5,-2.3,-3.6,-0.2,-1.9
Cc1cccnc1NC(=O)CCn1c(=O)oc2ccccc21,-7.3,7.8,0.2,0.1,-1.1,0.6,-1.5,3.8,0.6,0.4
COC(=O)c1cn(C(=O)c2ccc(OC)c(OC)c2)c2ccccc12,1.4,-12.0,-4.8,-4.1,-1.4,7.1,-7.9,1.0,-2.3,-0.3

# In the list so far, these have a furan ring, fused or not:
SMILES,SIAE primary,HTRA1 inh,TDP2 inh,ABHD4 inh,UHRF1 MBD2 ctr,DDE Tn7 FP inh,TCR-CD3 inh,LEDGF integ inh,PG9 binder,PRMT1 FP inh
COc1ccc2oc(C(=O)Nc3ccc(C)cn3)c(C)c2c1,-10.0,-2.7,-5.2,-2.7,1.9,0.5,2.3,-3.3,4.1,2.6
N#C/C(=C\c1cn(Cc2cccc(F)c2)c2ccccc12)C(=O)NCc1ccco1,3.9,-15.7,4.5,-5.8,0.1,4.2,9.0,8.7,-0.3,0.9
CC1=C(C(=O)N2CCCCCC2)CC(CC(=O)NCc2ccco2)C(=O)N1Cc1ccccc1 (stereo not given),3.2,x,3.8,3.9,-1.0,4.2,8.4,5.0,-2.4,-2.5

# New compounds follow.
SMILES,SIAE primary,HTRA1 inh,TDP2 inh,ABHD4 inh,UHRF1 MBD2 ctr,DDE Tn7 FP inh,TCR-CD3 inh,LEDGF integ inh,PG9 binder,PRMT1 FP inh
Cc1ccc2oc(=O)n(CCCOc3ccccc3C)c2c1,-7.4,-15.2,8.4,-5.9,0.1,-2.0,-4.4,-4.9,-0.7,6.7
COc1ccc(N2CCN(C(=O)CN(c3ccccc3)S(C)(=O)=O)CC2)cc1,19.9*,4.7,-1.4,2.9,2.2,-3.2,-5.2,3.6,-0.2,2.1
COc1ccc(CC(=O)N2CCN(c3ccc(C4=NNC(=O)CC4C)cc3)CC2)cc1 (stereo not given),-1.0,5.7,-0.8,-0.1,0.7,1.4,-3.3,2.9,0.7,1.3
CC(C)NC(=O)C1c2ccccc2Oc2ccccc21,0.2,13.5,14.9,-6.3,-2.5,-1.8,4.3,3.3,-2.2,-3.8
NC(=O)C1(N2CCCCC2)CCN(C(=O)CSc2nc3ccccc3s2)CC1,-3.3,3.1,1.4,-0.1,-1.4,3.0,3.8,-1.6,-2.8,4.0
CCn1c(CC(=O)Nc2ccc(C)c(Cl)c2)nnc1SCc1ccc(Cl)c(Cl)c1,6.3,-6.3,10.9,0.5,5.4,7.8,-5.8,-0.9,5.7,-5.1
O=C(COC(=O)Cc1ccc(Br)cc1)NCC1CCCO1 (stereo not given),0.9,3.0,9.5,-27.6,-2.2,-0.7,-3.5,-1.7,-0.1,0.5
Cc1ccc(NS(=O)(=O)c2cc(OCC(N)=O)c(C)cc2Cl)cc1,3.7,-2.6,7.7,2.7,0.1,5.7,3.8,-0.6,-0.2,-0.7
COC(=O)CSc1ccccc1C(=O)OC,8.3,-2.0,4.2,1.8,-3.8,-2.2,6.7,1.1,0.0,-2.5
Cc1ccc2ccc(C3C(=O)c4ccccc4C3=O)nc2c1,0.3,-1.9,-8.1,-0.3,-3.1,-8.3,-0.6,1.6,0.4,0.2
Cc1sc2nc(SCC(=O)NCc3ccco3)[nH]c(=O)c2c1C,2.3,-3.3,-3.5,5.6,-0.3,5.3,-7.0,-1.8,28.4*,8.5
Cc1cc(C(=O)CSc2nc3ccccc3n2CCC#N)c(C)n1Cc1cccs1,-4.8,-13.8,-4.0,-0.5,1.4,-1.0,-2.2,1.9,1.0,4.2
OC1CCCC1,-6.7,3.0,-0.8,-3.1,-0.4,-12.2,7.3,3.5,-1.2,-0.8
